Bioassay records: PubChem, several laboratories
PABP1 MLLE inh – inhibitors of PABP1 MLLE–PAM2 peptide binding, primary screen, biochemical, fluorescence polarization, FITC-PAM2, GST-MLLE | Polyadenylate-binding protein 1 (Homo sapiens), P11940 | inhibition, % at 20 µM | hit rate 0.36% among 360,000 | AID 588489, 2011; in the data active means inhibition above about 35%, passing the limit was not always enough;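 further: plate controls were DMSO wells with GST-MLLE for no effect and wells lacking GST-MLLE protein for full effect; some results filed as inactive read as strong as hits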
Rin1 Abl inh – inhibitors of Rin1-Abl protein binding, primary screen, biochemical, TR-FRET; Tyrosine-protein kinase ABL1 (Homo sapiens) + Ras and Rab interactor 1 (Homo sapiens), …; inhibition, % at 7.35 µM; hit rate 0.4% among 360,000; in the data active means inhibition above about 5%, passing the limit was not always enough
MT1-MMP act inh – blockers of MT1-MMP proenzyme processing, primary screen, HT1080 RFP-PRO-GFP cells, GFP/RFP fluorescence. hit rate 0.061% among 360,000. GFP/RFP ratio fluorescence, overnight; percent of plate control window, DMSO zero. Matrix metalloproteinase-14 (Homo sapiens), P50281. AID 651647, 2012. GFP/RFP ratio change, % at 20 µM;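 active means GFP/RFP ratio change of at least 30% with cell ATP level not reduced by more than half and red fluorescence within 50% of control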; further: strong numbers were not always called active
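Material: RFP-PRO-GFP reporter HT1080 cells. Dosing: single-point 20 µM compound, 1% DMSO. Controls: DMSO and RFP-L50D-GFP cell wells. Timing: cells overnight before dosing, compound overnight, 37 °C, 5% CO2. Measure: GFP/RFP fluorescence ratio.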
bovine MsrA act – bovine MsrA enzyme activators, primary screen, biochemical, absorbance, HTS; Methionine sulfoxide reductase A (Bos taurus); purified bovine MsrA, absorbance read-out; activation, % at 10.6 µM; hit rate 0.3% among 360,000; AID 602163, 2012; in the data active means activation above about 7.5%;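 further: 0% = vehicle and 100% = reference activator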
FAS-TE inh – FAS thioesterase domain inhibitors, primary screen, biochemical, fluorescence intensity, uHTS; Fatty acid synthase (Homo sapiens), P49327; recombinant FAS-TE, OMFH fluorogenic substrate, fluorescence endpoint; inhibition, % at 15 µM; hit rate 0.67% among 360,000; AID 602261, 2012;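 active means compounds whose normalised, plate-corrected inhibition of enzyme fluorescence in the single-dose primary screen is 50% or more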;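 further: 0% = DMSO with enzyme and 100% = substrate without enzyme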
Rpn11 inh – Rpn11 (PSMD14) deubiquitinase inhibitors, primary screen, biochemical, fluorescence polarization, uHTS | hit rate 0.59% among 360,000 | 26S proteasome non-ATPase regulatory subunit 14 (Homo sapiens), O00487 | human 26S proteasome, Ub4-pepOG fluorescence polarization; 20S core pre-blocked with epoxomicin | calls only at 20 µM;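 active means inhibition at 20 µM, scaled to each plate's controls, above about 33%, limit read from the data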
Target sequence (O00487 whole entry, looked up): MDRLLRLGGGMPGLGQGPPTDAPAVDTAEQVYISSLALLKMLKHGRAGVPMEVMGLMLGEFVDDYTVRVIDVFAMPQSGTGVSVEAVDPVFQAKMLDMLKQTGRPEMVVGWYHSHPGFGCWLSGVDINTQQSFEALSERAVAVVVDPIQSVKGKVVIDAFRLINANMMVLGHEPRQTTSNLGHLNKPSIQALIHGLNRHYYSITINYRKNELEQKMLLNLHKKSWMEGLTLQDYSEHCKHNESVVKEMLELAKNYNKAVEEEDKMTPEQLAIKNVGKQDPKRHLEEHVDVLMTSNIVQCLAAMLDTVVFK
MsrA inhibitor – bovine MsrA enzyme inhibitors, primary screen, biochemical, absorbance, HTS; purified bovine MsrA, absorbance read-out; inhibition, % at 15.5 µM; hit rate 0.75% among 360,000; in the data active means inhibition above about 4.5%;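 further: 0% = vehicle wells with enzyme and 100% = reference inhibitor wells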
CSN deneddyl inh – inhibitors of CSN-mediated cullin deneddylation, primary screen, biochemical, fluorescence polarization, uHTS; COP9 signalosome complex subunit 5 (Homo sapiens), Q92905; Purified CSN, SCF-Nedd8-OG deneddylation; inhibition, % at 12.5 µM; hit rate 0.38% among 360,000;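 active means pattern-corrected inhibition above about 35%, with an unprinted fluorescence ratio check between 0.5 and 1.5, limit read from the data, passing the limit was not always enough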;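 further: 0% = enzyme with substrate and 100% = substrate without enzyme; some results filed as inactive read as strong as hits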
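Material: purified human Csn5 enzyme expressed in HEK293T cells / Medium: Tris buffer pH 7.5, NaCl, DTT, Tween-20, trehalose, ovalbumin / Compound dosing: 12.5 µM single point / Schedule: 90 min incubation of compound, enzyme and substrate at room temperature / Signal: fluorescence polarization of the substrate / Control set: no-enzyme wells high, enzyme-with-substrate wells low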
eLon inh – inhibitors of E. coli Lon protease, primary screen, biochemical, fluorescence polarization. purified E. coli Lon protease. inhibition, % at 7.94 µM. hit rate 0.42% among 360,000; in the data active means inhibition above about 13%, passing the limit was not always enough;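 further: 0% = enzyme with probe and DMSO and 100% = no enzyme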
Target sequence (P0A9M0 whole entry, looked up): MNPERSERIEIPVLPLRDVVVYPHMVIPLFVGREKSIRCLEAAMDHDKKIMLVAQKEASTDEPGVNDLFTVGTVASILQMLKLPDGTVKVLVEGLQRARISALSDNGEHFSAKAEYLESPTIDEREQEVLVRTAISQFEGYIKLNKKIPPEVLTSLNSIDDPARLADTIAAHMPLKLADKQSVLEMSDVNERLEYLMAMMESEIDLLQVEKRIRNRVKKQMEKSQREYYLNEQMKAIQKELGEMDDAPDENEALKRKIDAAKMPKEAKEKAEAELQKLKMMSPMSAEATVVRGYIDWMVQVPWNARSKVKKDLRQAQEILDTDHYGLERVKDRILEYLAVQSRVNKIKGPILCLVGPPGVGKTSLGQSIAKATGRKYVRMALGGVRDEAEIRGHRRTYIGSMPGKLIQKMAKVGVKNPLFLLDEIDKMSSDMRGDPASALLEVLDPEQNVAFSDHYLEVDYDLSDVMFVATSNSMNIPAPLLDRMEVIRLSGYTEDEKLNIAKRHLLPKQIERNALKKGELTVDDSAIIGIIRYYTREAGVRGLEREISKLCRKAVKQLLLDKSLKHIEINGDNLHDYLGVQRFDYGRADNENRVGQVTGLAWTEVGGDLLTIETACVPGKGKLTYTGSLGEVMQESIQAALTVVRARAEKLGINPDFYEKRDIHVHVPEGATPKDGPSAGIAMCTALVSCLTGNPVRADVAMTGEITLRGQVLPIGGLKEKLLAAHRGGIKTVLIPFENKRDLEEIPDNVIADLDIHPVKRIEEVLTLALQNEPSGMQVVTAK
Active calls of the source: *; i = inactive.

SMILES | PABP1 MLLE inh | Rin1 Abl inh | MT1-MMP act inh | bovine MsrA act | FAS-TE inh | Rpn11 inh | MsrA inhibitor | CSN deneddyl inh | eLon inh
COc1ccc(S(=O)(=O)N2CCOCC2)cc1NC(=O)CN(C)CC(=O)Nc1cccc(F)c1 | 1 | 3 | 1 | 3 | -4 | i | 0.5 | 0 | 0
COc1cccc(CC(=O)N2CCC(n3nccc3NC(=O)C3CC3)CC2)c1 | -7 | 2 | 0 | -1 | -4 | i | 0.4 | -3 | -8
CC(=O)Nc1ccc(NC(=O)c2ccc(CN3CCc4ccccc4C3)cc2)cc1 | -6 | 0 | 5 | -4 | -3 | i | -0.2 | 0 | 11
CC(=O)N(C(C)=O)N1C(=O)c2cccc3c(N4CCOCC4)ccc(c23)C1=O | 17 | -9 | -103 | -8 | -35 | i | 1.8 | -42 | 39*
COc1cc2c(cc1OC)CN(C(=O)CN1CCN(S(=O)(=O)c3ccc(C)c(C)c3)CC1)CC2 | -18 | 4 | 0 | -3 | 0 | i | -0.2 | 2 | 3
CC12CCC(=O)C=C1CCC1C2C(O)CC2(C)C1CCC21OCC1=O (stereo not given) | 1 | 0 | 3 | -4 | -4 | i | 0.0 | 0 | -11
CCOC(=O)C1=C(C)NC(C)=C(C(=O)OCC)C1c1sccc1C | 1 | -1 | -8 | 2 | 12 | i | 0.9 | -6 | 4
S=C(Nc1ccc(Oc2ccc(NC(=S)NC3CCCCC3)cc2)cc1)NC1CCCCC1 | 2 | -4 | 0 | -2 | 32 | i | 0.1 | -1 | -4
N#Cc1c(N2CCCC2)nc(N)c2c(N)nc(N3CCCC3)cc12 | -5 | -10 | 2 | 3 | 28 | i | 3.9 | 55* | 51*
CC1Cc2ccccc2N1CC(=O)Nc1ccc2c(c1)OC(F)(F)O2 (stereo not given) | 0 | -1 | 6 | -5 | 27 | i | 1.3 | 0 | 3
CC(Sc1nc(N)cc(=O)[nH]1)C(=O)Nc1sc2c(c1C#N)CCCC2 (stereo not given) | 9 | -4 | -7 | -2 | -1 | i | 0.2 | -15 | -8
O=C(c1ccco1)N1CCN(C(=O)c2cc(-c3ccccn3)nc3ccccc23)CC1 | 6 | 1 | -4 | -5 | -12 | i | 2.3 | 0 | -21
CC(C)CNC(=O)c1ccccc1NC(=O)/C=C/c1cccc([N+](=O)[O-])c1 | -2 | -2 | 0 | -2 | -13 | i | -0.7 | -6 | 20
CCc1c(C)c2ccc(OCC(=O)NCC3CCC(C(=O)O)CC3)cc2oc1=O (stereo not given) | 3 | 0 | 0 | -2 | 2 | i | 2.2 | 1 | -13
O=C(CSc1nnc(NC(=O)C2CCCCC2)s1)NCc1ccco1 | 13 | -3 | 3 | -4 | -3 | i | -0.5 | 0 | -6
Cc1ccc(NC(=S)N2CCSC2c2cccs2)cc1 (stereo not given) | -63 | 5 | 2 | -9 | 8 | i | -0.2 | -1 | 5
O=C(NCc1ccco1)Nc1ccc(Br)cc1Cl | 1 | -2 | 0 | -3 | 8 | i | -0.2 | -6 | -2
COc1cc(Cl)c(C)cc1NC(=O)CNC(C)c1ccccc1OC (stereo not given) | -11 | 2 | -2 | -7 | 11 | i | -0.8 | 3 | -7
Cc1ccccc1Nc1nc(N)nc(COC(=O)CCC(=O)c2ccc(F)cc2)n1 | -12 | 2 | 3 | 2 | 0 | i | 0.7 | 3 | -3
COc1ccc2c(c1)c(C(=O)N/N=C/c1cccs1)c(C)n2C | -16 | 1 | 0 | -8 | -5 | i | 0.6 | -3 | -11
Cc1ccc(C(C)c2c(C)c([N+](=O)[O-])cc(C)c2[N+](=O)[O-])cn1 (stereo not given) | 12 | 0 | 3 | -3 | 32 | i | 2.1 | -2 | -1
Cc1cc2oc(=O)cc(CSc3nc(N)cc(N)n3)c2cc1C | -1 | 4 | 0 | -12 | 0 | i | 0.9 | 0 | 2
Cc1ccccc1-n1c(C)nnc1SCC(=O)NCC1CCCO1 (stereo not given) | -20 | 1 | 6 | -1 | -6 | i | 0.8 | -3 | 2
COc1ccc(S(=O)(=O)N2CCCCCC2)cc1C(=O)NC1(C)CCS(=O)(=O)C1 (stereo not given) | 2 | 1 | 1 | -3 | -8 | i | 0.5 | -2 | -3
O=C(NCc1cccc(Cl)c1)c1ccco1 | 9 | -2 | 2 | -2 | -4 | i | 0.0 | -1 | 3
Cn1c(SCC(=O)NCc2ccc3c(c2)OCO3)nc2c(c1=O)SCC2 | -2 | -1 | 1 | -2 | -2 | i | 2.2 | 2 | -1
Cc1cccc(OCC2CCCN(Cc3nc(C4CC4)no3)C2)c1 (stereo not given) | 18 | -4 | -6 | -1 | 2 | i | -0.8 | -3 | -2
Cc1cnn(-c2cc(N/N=C/c3cccc(F)c3)ncn2)c1 | 12 | -1 | 3 | -5 | -6 | i | -1.4 | 0 | -6
Cc1cc(=O)oc2cc(NC(=O)CCOc3ccccc3)ccc12 | 5 | 1 | 2 | -2 | 5 | i | 2.1 | 0 | 2
Nc1nc(Cl)cc(N2CCC(c3cc(-c4ccc(Cl)cc4)n[nH]3)CC2)n1 | -6 | 6 | 0 | -6 | 29 | i | 0.7 | 3 | 5
CCOC(=O)c1sc(NC(=O)C2CC(=O)N(c3ccc4c(c3)OCCO4)C2)nc1C (stereo not given) | -44 | -1 | -9 | -2 | 6 | i | 1.1 | -4 | 0
CC1CCCCN1CCNC(=O)c1ccc2c(c1)N(Cc1ccccc1F)C(=O)c1ccccc1S2=O (stereo not given) | -3 | 0 | -1 | -4 | 0 | i | -0.3 | 3 | -3
Cc1ccc(-c2nc(N/N=C/c3cccnc3)c3ccccc3n2)cc1 | 6 | -3 | -15 | -1 | 16 | i | 2.5 | 0 | -17
CCCNC(=O)C(=O)NCc1ccccn1 | 15 | 1 | -1 | -2 | -12 | i | 0.7 | 1 | 3
Cc1nc2c(c(C)nn2-c2ccccc2)c(C)c1C | -11 | -3 | -3 | 0 | 12 | i | -1.1 | 6 | 7
C=CCOc1cccc(C2C(C(=O)c3cc4ccccc4o3)=C(O)C(=O)N2c2cc(C)on2)c1 (stereo not given) | -9 | -1 | 1 | -2 | -3 | i | 1.1 | 0 | -40
CN(CC(=O)Nc1ccccc1C(F)(F)F)C(=O)COc1ccccc1Cc1ccccc1 | 10 | -1 | -8 | -1 | 11 | i | -2.1 | -12 | -10
COc1ccc2sc(N(CCN(C)C)C(=O)c3ccc4ccccc4c3)nc2c1 | 4 | 4 | 1 | -9 | 14 | i | -0.8 | 5 | 0
CN1/C(=C\C(=O)c2cncc(Br)c2)C(C)(C)c2ccccc21 | -23 | -2 | 31* | -4 | 10 | i | -0.3 | -2 | -8
CCOC(=O)c1sc(=NC(=O)c2cccc(C)c2)n(C)c1C | 8 | -2 | 0 | -1 | -5 | i | -0.3 | 7 | -3
CCOc1ccc2ccccc2c1CNc1nnnn1CC | 2 | -2 | -2 | -2 | -2 | i | 0.6 | 3 | -2
CC(C)(C)n1nnnc1C(c1ccncc1)N1CCN(c2ccc(O)cc2)CC1 (stereo not given) | 3 | 0 | -3 | -2 | -7 | i | 1.8 | 2 | 0
CCN(CC(=O)Nc1cc(Cl)ccc1C)C(=O)CCOc1ccccc1C | 1 | -4 | 7 | -4 | 12 | i | 0.2 | -2 | -2
CCOC(=O)c1nn(-c2ccccc2)c(=O)c2c(N)scc12 | 19 | -5 | 13 | -5 | 0 | i | 0.2 | 1 | -4
CCN(CC)S(=O)(=O)c1ccc(N2CCOCC2)c(NC(=O)COc2ccc(OC)cc2)c1 | -3 | 3 | 1 | -5 | 20 | i | -0.8 | -6 | -10
Cc1ccc(Cl)cc1N(CC(=O)NC1CCCCC1)S(C)(=O)=O | 1 | -2 | 0 | -2 | -1 | i | 1.1 | 9 | 4
Cc1ccc(NC(=O)CCC(=O)NNC(=O)COc2ccc([N+](=O)[O-])cc2)cc1C | 0 | 2 | 2 | -9 | 13 | i | 0.9 | 1 | 4
COc1ccc(CCC(=O)Nc2ccc(C(=O)c3ccncc3)cc2)cc1 | 2 | -1 | -5 | -6 | 3 | i | 0.6 | -3 | 1

Part of the list above, limited to eLon inh and PABP1 MLLE inh.
structure | eLon inh | PABP1 MLLE inh
COc1ccc(CCC(=O)Nc2ccc(C(=O)c3ccncc3)cc2)cc1 | 1 | 2
CC(C)(C)n1nnnc1C(c1ccncc1)N1CCN(c2ccc(O)cc2)CC1 (stereo not given) | 0 | 3
CCOC(=O)c1nn(-c2ccccc2)c(=O)c2c(N)scc12 | -4 | 19
COc1ccc2sc(N(CCN(C)C)C(=O)c3ccc4ccccc4c3)nc2c1 | 0 | 4
CCOC(=O)c1sc(=NC(=O)c2cccc(C)c2)n(C)c1C | -3 | 8

(cont.)
SMILES | PABP1 MLLE inh | Rin1 Abl inh | MT1-MMP act inh | bovine MsrA act | FAS-TE inh | Rpn11 inh | MsrA inhibitor | CSN deneddyl inh | eLon inh
CN1CCCN(C(=O)CC(c2ccccc2)c2ccccc2)CC1 | -2 | -1 | 0 | -3 | -4 | i | 0.6 | 0 | -3
COc1c(CC=C(C)C)cc(C2CC(=O)c3c(O)cc(O)cc3O2)cc1CC=C(C)C (stereo not given) | 7 | -2 | -13 | -3 | 23 | i | 1.7 | 1 | -1
COC(=O)c1ccc(NC(=O)CCc2nnc3ccc(N4CCC5(CC4)OCCO5)nn23)cc1 | 0 | -6 | 3 | -1 | -2 | i | -0.4 | 0 | -2
COc1ccc(C(=O)N(C)Cc2cnn(Cc3ccccc3)c2)cc1S(=O)(=O)N1CCOCC1 | 19 | 1 | 6 | -2 | -6 | i | -0.6 | -1 | 0
COC(=O)c1cccc(N(C(=O)CNC(=O)c2ccco2)C(C(=O)NC2CCCC2)c2ccco2)c1 (stereo not given) | 4 | -2 | 3 | -1 | 1 | i | 1.4 | 1 | -1
CC(C)N(Cc1nc2ccccc2[nH]1)C(C)C | -1 | 3 | -3 | -13 | -10 | i | 0.2 | 4 | -3
Cc1cc(C)c(N2C(=O)CCCC2=O)c(Cl)c1 | -6 | 0 | -2 | -1 | -5 | i | -0.7 | -5 | 1
COc1ccc2[nH]c(=O)c(CN(CCO)C(=O)c3cccs3)cc2c1 | 7 | -6 | -1 | -4 | -6 | i | 3.0 | 1 | 9
Cc1cc(Cl)ccc1NC(=O)C1COc2ccccc2O1 (stereo not given) | -17 | 2 | 1 | -3 | 10 | i | 0.8 | 1 | 1
NC(=O)c1ccc(C23CC4CC(CC(C4)C2)C3)o1 | 10 | -4 | -3 | -4 | -5 | i | -0.3 | 2 | -8
